Screening results deposited in PubChem BioAssay by National Center for Advancing Translational Sciences (NCATS).
FEN1 inh: inhibitors of human flap endonuclease 1; Recombinant FEN1 flap cleavage, fluorescence, 15 min; Potency, µM (highest dose often 114 µM), for the others: top-dose activity change, negative = inhibition, actives largely listed as inhibitors; actives 0.35% (n = 390,000); AID 588795; also: nearly all actives have a fitted effect of over 65% in size
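Concentration–response screening of FEN1 (10 nM): 15 min compound preincubation at room temperature, reaction started with 50 nM substrate and read at 0 and 15 min. Corrected, normalized data were fitted by a four-parameter Hill equation.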
TDP1 cell CPT: growth inhibition of DT40 Tdp1-/-;hTDP1 cells with camptothecin (screen for TDP1 inhibitors); chicken DT40 Tdp1-/-;hTDP1 cells + 20 nM CPT, ATP luminescence, 48 h; Potency, µM (highest dose often 46.2 µM), for the others: top-dose activity change, negative = growth inhibition, actives largely listed as inhibitors; actives 12% (n = 420,000); AID 686979; also: nearly all actives have a fitted effect of over 55% in size
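Chicken DT40 Tdp1-/- cells stably complemented with human TDP1 were seeded at 400 cells/well in medium containing 20 nM camptothecin, exposed to pin-transferred compounds, and grown at 37 °C for at least 48 hr. Viability was read as ATP luminescence.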
KAT2A inh: inhibitors of human GCN5L2 histone acetyltransferase. Q92830. GCN5L2 HAT assay, ThioGlo1 CoA-SH fluorescence. Potency, µM (series often up to 58.9 µM), for the others: top-dose activity change, negative = inhibition, hits mostly inhibitors. actives 0.21% (n = 390,000). AID 504327
Target sequence (Q92830 whole entry, looked up): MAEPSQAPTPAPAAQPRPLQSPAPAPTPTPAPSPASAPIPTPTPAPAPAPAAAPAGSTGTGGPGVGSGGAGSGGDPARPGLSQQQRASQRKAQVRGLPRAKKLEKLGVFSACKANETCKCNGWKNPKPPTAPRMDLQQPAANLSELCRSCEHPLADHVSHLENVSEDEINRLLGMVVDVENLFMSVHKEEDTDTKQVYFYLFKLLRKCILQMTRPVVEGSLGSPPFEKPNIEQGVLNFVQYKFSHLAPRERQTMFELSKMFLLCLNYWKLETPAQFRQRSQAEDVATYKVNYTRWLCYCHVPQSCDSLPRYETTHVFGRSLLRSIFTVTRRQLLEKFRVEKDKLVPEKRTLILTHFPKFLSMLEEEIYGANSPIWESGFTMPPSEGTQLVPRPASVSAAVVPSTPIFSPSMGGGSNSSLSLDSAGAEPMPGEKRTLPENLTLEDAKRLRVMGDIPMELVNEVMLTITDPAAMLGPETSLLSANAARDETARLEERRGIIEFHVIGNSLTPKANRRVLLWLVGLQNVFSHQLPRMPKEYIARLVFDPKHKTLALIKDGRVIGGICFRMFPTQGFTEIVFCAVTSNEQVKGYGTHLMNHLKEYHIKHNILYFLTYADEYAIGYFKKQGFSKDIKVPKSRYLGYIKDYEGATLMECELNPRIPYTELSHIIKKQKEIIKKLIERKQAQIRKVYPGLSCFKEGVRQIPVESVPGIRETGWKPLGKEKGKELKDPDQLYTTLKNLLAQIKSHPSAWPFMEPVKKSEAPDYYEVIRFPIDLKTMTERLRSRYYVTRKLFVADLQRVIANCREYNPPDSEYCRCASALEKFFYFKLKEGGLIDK
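Preincubate 20nM GCN5L2 with compound 15 min, RT → add 50uM ThioGlo1 + 75uM H3(1-25) + 70uM acetyl-CoA → read fluorescence 0 and 20 min. Primary qHTS; fluorescent artifacts likely.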
* marks the source's active call; other numbers are inactive results; u = inconclusive; x = no result given; & = joins results of further samples; [ ] = remark or other dose. Calls follow the shape of the dose curve; as a rule, active = well fitted curve in the direction sought with a large enough effect; inconclusive = small, poorly fitted or top-dose-only effect, or another doubt; inactive = no such curve, though single readings can be large; an effect the other way counts as inactive or inconclusive. % is scaled to controls: 0 for no effect and ±100 for the full control effect; potency is read from the fitted curve at half-maximal effect.

SMILES	FEN1 inh	TDP1 cell CPT	KAT2A inh
N#Cc1cccc(NC(=O)COC(=O)CCc2ccc(S(=O)(=O)N3CCOCC3)cc2)c1	-2%	-8%	-4%
Nc1nnc(SCC(=O)c2ccc([N+](=O)[O-])cc2)s1	2%	-27%	5%
COc1ccccc1C(=O)Nc1ccccc1OCc1cc(=O)n2ccccc2n1	13%	u	-8%
NC(=S)NN=C1c2cc(OCCN3CCOCC3)ccc2-c2ccc(OCCN3CCOCC3)cc21	u	16µM*	-24%
CCOC(=O)[C@H]1[C@H]2COc3ccccc3[C@@H]2N2C(=O)c3cc(C)ccc3NC(=O)[C@@]12C	11%	-16%	-5%
Cc1ccc(-c2nnn(CC(=O)N(c3ccc4c(c3)OCCO4)C(C(=O)NCC3CCCO3)c3ccc(F)cc3)n2)o1 (configuration not stated)	2%	-5%	-2%
NS(=O)(=O)c1ccc(CNC(=O)C2CCCCC2)cc1	0%	6%	-2%
C1=CCC(/C=N/n2cnnc2)CC1 (configuration not stated)	-5%	-14%	0%
O=C(CCCN1C(=O)c2cccc3cccc(c23)C1=O)NCc1ccco1	3%	-14%	-3%
COc1ccc(NC(=O)CC(Cc2ccc(Cl)cc2)C(=O)O)cc1 (configuration not stated)	-3%	1%	-4%
NS(=O)(=O)c1ccc(N/N=C/c2ccc(C(=O)O)cc2)c([N+](=O)[O-])c1	1%	-15%	-19%
COCCN(C(=O)CNC(=O)c1ccco1)C(C(=O)NC1CCCCC1)c1cccs1 (configuration not stated)	-3%	-25%	0%
Cc1ccc(S(=O)(=O)NC2CC(C)(C)NC(C)(C)C2)cc1C	-8%	1%	-8%
COc1ccc(Cc2c(N)nc(C)nc2N)cc1	-16%	-9%	-7%
Cc1ccc(S(=O)(=O)NC(CC(=O)NCc2ccco2)c2ccco2)cc1 (configuration not stated)	-4%	-6%	0%
CCc1ccccc1S(=O)(=O)Cc1ccc(C(=O)NCC2CCCO2)o1 (configuration not stated)	-2%	-20%	-1%
O=C(Cn1c2ncccc2c(=O)n1-c1ccccc1)Nc1ccc(Cl)cc1C(F)(F)F	24%	u	u
COc1ccc(-n2c(=S)[nH]c3cc(C(=O)NCc4cccnc4)ccc3c2=O)cc1	0%	7%	-9%
O=C1COc2ccc(S(=O)(=O)N3CCCCC3)cc2N1	-5%	-3%	-22%
CCn1cc(C(=O)O)c(=O)c2cnc(N3CCN(C(=S)NC(=O)c4ccc(F)c(F)c4)CC3)nc21	14%	7%	-4%
O=C(Nc1ccc(CN2CCCCC2)cc1)Nc1ccc(Br)cc1Cl	2%	18µM*	-5%
Cn1cc(CCC(=O)NC2CC2)c2ccccc21	5%	-1%	2%
CCCCOc1ccccc1C(=O)NCCCCCC(=O)O	-3%	-7%	-4%
Cc1cccc(OCC(=O)N2CCN(C(=O)COc3ccc(Cl)cc3)CC2)c1	-8%	u	0%
COCCn1c(SCCOc2ccccc2)nc2ccccc2c1=O	-21%	-17%	-5%
COc1ccc(N(C)C(=O)CCS(=O)(=O)c2cccc3nsnc23)cc1	-1%&-7%	13%&4%	1%&2%
COc1ccc(NC(=O)C2CCN(S(=O)(=O)c3cccc4nonc34)CC2)c(OC)c1	0%	2%	-4%
COc1ccc(-c2cc(=O)n(CCC#N)[nH]2)cc1	10%	u	2%
CC1CCn2c(nc3cc(C(=O)NCc4ccccc4)ccc32)C1 (configuration not stated)	-3%	3%	0%
O=C(O)CN1C(=O)C(=O)N(Cc2ccccc2F)C1=O	22%	7%	-7%
CCOC(=O)c1c(NC(=O)CSc2nnc(-c3cccc(C)c3)n2CC)sc(C(C)=O)c1C	-19%	23µM*	-5%
Cc1ccc(C)c(N2CCN(CCCNC(=O)c3ccc4nc(N5CCCCC5)sc4c3)CC2)c1	2%	18µM*	1%
CCOc1ccc(N(CC(=O)Nc2ccccc2C(=O)NCc2ccco2)S(C)(=O)=O)cc1	-18%	-18%	-18%
CC(C)c1ccc(NC(=O)CN2C(=O)c3ccccc3S2(=O)=O)cc1	4%	1%	-8%
Cc1[nH]c2ccc(C(=O)N3CCN(c4ccc(F)cc4)CC3)cc2c1C	3%	u	-15%
CC(=NCCCNC1CCCCC1)C1=C(O)CC(C)(C)CC1=O	-2%	-11%	3%
CCc1ccccc1N(C(=O)c1cccs1)C1C=CS(=O)(=O)C1 (configuration not stated)	-2%	-11%	-1%
CCN1C(=O)c2cccc3c(S(=O)(=O)NC(Cc4ccccc4)C(=O)O)ccc1c23 (configuration not stated)	-3%	10%	-19%
COc1ccccc1-c1csc(NC(=O)c2cc(-c3cccs3)nc3ccccc23)n1	-2%	-21%	-9%
CC(C)Nc1nc(NC(C)C)nc(N(C#N)CCOc2ccc(Cl)cc2Cl)n1	-21%	18µM*	-18%
CN(CCOc1ccccc1)S(=O)(=O)c1ccc2oc3ccccc3c2c1	14%	u	-7%
CCN(CC)S(=O)(=O)c1ccc(OC)c(NC(=O)c2sc3ccccc3c2Cl)c1	0%	-25%	-4%
O=c1c2ccccc2nc2ccccn12	-6%	5%	-15%
COc1ccccc1C(=O)NC(=O)CSc1nc2nc(C)cc(C)n2n1	-2%	-15%	-4%
N#C/C(=C/c1ccccc1)C(=O)NCc1ccccc1	-3%	-31%	-11%
Cc1cccc(C(=O)OCC(=O)Nc2sc3c(c2C#N)CCC3)c1	-8%	u	-6%
CCOc1ccc(/C(CCC(=O)O)=N/NC(=S)NC(C)C)cc1	-2%	u	-7%
O=C(O)CSc1ncn[nH]1	-1%	6%	-1%

One compound at a time, as listed above. Values in the order: FEN1 inh, TDP1 cell CPT, KAT2A inh
Listed for COc1ccccc1-c1csc(NC(=O)c2cc(-c3cccs3)nc3ccccc23)n1 : -2%, -21%, -9%
Listed for CCN1C(=O)c2cccc3c(S(=O)(=O)NC(Cc4ccccc4)C(=O)O)ccc1c23 (configuration not stated) : -3%, 10%, -19%
Listed for O=c1c2ccccc2nc2ccccn12 : -6%, 5%, -15%
Listed for CC(C)Nc1nc(NC(C)C)nc(N(C#N)CCOc2ccc(Cl)cc2Cl)n1 : -21%, 18µM*, -18%
Listed for CCN(CC)S(=O)(=O)c1ccc(OC)c(NC(=O)c2sc3ccccc3c2Cl)c1 : 0%, -25%, -4%

(cont.)
SMILES	FEN1 inh	TDP1 cell CPT	KAT2A inh
Cc1noc(C)c1COc1cccc(C(=O)NCc2cccc(Cl)c2)c1	-19%	u	-6%
COc1ccc(NC(=S)Nc2ccccn2)cc1	-10%	u	-3%
O=C(Nc1nc(-c2ccncc2)cs1)c1ccc(F)cc1	11%	5%	-2%
O=C(NCc1ccco1)c1ccc(Cl)s1	-13%	4%	-4%
COC(=O)c1ccc(NC(=O)CSCc2ccc(C)cc2)cc1	-21%	-15%	0%
COc1ccc(-c2nn(-c3ccccc3)cc2CNC(C)Cn2cncn2)c(F)c1 (configuration not stated)	14%	u	-1%
CCOC(=O)CNC(=O)c1cn(C)c(=O)c2cc(OC)c(OC)cc12	11%	1%	-6%
CCCC(c1nnnn1CS(=O)(=O)c1ccc(C)cc1)N1CCC(C(N)=O)CC1 (configuration not stated)	8%	-1%	-2%
CC(C)CSc1nnc(-c2ccccc2)c(-c2ccccc2)n1	-13%	-23%	-9%
COc1ccc2nc(SC)cc(C)c2c1	-10%	-12%	-6%
Cc1cc(NC(=O)Nc2ccc(F)c(Cl)c2)no1	-13%	-27%	-6%
CC(C)c1ccc(NC(=O)C2CCCN2S(=O)(=O)c2ccc3nc(-c4ccccc4)[nH]c3c2)cc1 (configuration not stated)	u	10µM*	-3%
COc1ccccc1C(=O)Nc1ccnn1C1CCN(C(=O)C2CCOC2)CC1 (configuration not stated)	2%	-5%	-8%
Nc1ccc(C(=O)OCC(=O)NC2CCCc3ccccc32)cc1[N+](=O)[O-] (configuration not stated)	8%	-4%	-13%
O=C(CCCOc1ccc(Cl)cc1)NCCc1ccccc1	2%	-6%	-6%
Cc1ccc(NC(=O)c2ccco2)cc1C	-8%	u	-2%
COc1ccc(NC(=O)N(Cc2ccc3c(c2)OCO3)C2CC(=O)N(c3ccc(OC)cc3)C2=O)cc1 (configuration not stated)	-4%	-10%	-11%
Cc1nc(NC(=O)c2ccco2)sc1-c1csc(Nc2ccc(Cl)cc2)n1	-18%	21µM*	-20%
CCCC(=O)NC(c1ccc(OC)cc1)c1c(O)ccc2ccccc12 (configuration not stated)	0%	u	-22%
CCCCOc1ccc(CN2C(=O)C(=O)c3cc(Br)cc(C)c32)cc1OC	-13%	0.82µM*	-8%
CCOc1ccc(C(=O)NC(C(=O)NCc2ccccn2)C(C)C)cc1 (configuration not stated)	1%	-24%	-2%[0.501 µM]
CCCCN(CCCC)S(=O)(=O)c1ccc(NC(=O)Cc2cccs2)cc1	-14%	u	u
O=[N+]([O-])c1ccc(Cl)cc1P(=O)(O)c1cc(Cl)ccc1[N+](=O)[O-]	9%	4%	x
COc1ccc(OC)c(CCNc2nc3ccccc3c3nc(-c4cccnc4)nn23)c1	15%	1%	-5%
O=C(NNc1c2ccccc2nc2ccccc12)C(O)c1ccccc1 (configuration not stated)	-29%	u	7%
CC(C)c1ccc(-c2nnc3n(CCc4ccccc4)c(=O)c4ccccc4n23)cc1	20%	u	-5%
Cc1cccc(NCC(=O)N/N=C\c2cccn2C)c1	-14%	-8%	7%
Cc1ccccc1NC(=O)CSc1nnc(-c2ccoc2C)n1CCc1ccccc1	-1%	u	2%
CCCCSc1nc(C)cc(C)c1S(=O)(=O)c1ccccc1C	-1%	18µM*	-29%
COc1ccccc1Cn1c(=S)[nH]c2cc(C(=O)NCCCN3CCOCC3)ccc2c1=O	-3%	u	-4%
CCN(CC)c1nc(N2CCN(C)CC2)nc2ccccc12	-9%	5%	-7%
S=C(NCCNC(=S)Nc1ccccc1Cl)Nc1ccccc1Cl	7%	-68%	-15%
COC(=O)C(C)NC(=O)c1ccc(C(C)(C)C)cc1 (configuration not stated)	2%	11%	5%
COc1ccc(CN2[C@@H](CC(=O)O)c3ccc(C(F)(F)F)cc3S2(=O)=O)cc1	11%	-30%	x
COc1ccc(C(=O)NCCNc2ncc(C(F)(F)F)cc2Cl)cc1[N+](=O)[O-]	-12%	-27%	0%
Cc1cc(C)nc(N2CCCC(C(=O)NCc3ccc4c(c3)OCO4)C2)n1 (configuration not stated)	7%	-1%	1%
COc1ccccc1C(=O)C1CCCN(C(=O)c2cn3cc(Cl)ccc3n2)C1 (configuration not stated)	7%	-20%	1%
Cc1ccc(C2=NN(CCC(=O)NCCCN3CCOCC3)C(=O)CC2)cc1	-16%	1%	0%
CCN1CCN(S(=O)(=O)c2cc(C(=O)O)ccc2Cl)CC1	18%	3%	-25%
COC(=O)c1ccccc1NS(=O)(=O)c1cn(C)c(=O)n(C)c1=O	-1%	-5%	-3%
O=C(COc1ccc(Cl)cc1Cl)NN1C(=O)C2C3C=CC([C@@H]2C1=O)C31CC1 (some centres not stated)	18%	4%	-1%
O=C(Nc1cc(Cl)ccc1-n1cncn1)c1cc(S(=O)(=O)N2CCOCC2)ccc1F	11%	-28%	-13%
Cc1ccccc1CNC(=O)C1CCC(=O)N(Cc2cccc(F)c2)C1 (configuration not stated)	15%	3%	1%
O=[N+]([O-])c1ccccc1Nc1c2ccccc2nc2ccccc12	1%	21µM*	8%
COc1cnc(-c2ccccc2)[nH]c1=O	-12%	-12%	-1%
CC(=O)Nc1ccc(NC(=O)CSc2nc3c([nH]c4ccccc43)c(=O)n2-c2ccccc2F)cc1	-13%	u	-17%
Cc1c(NC(=O)C(C)Oc2cccc(Cl)c2)c(=O)n(-c2ccccc2)n1C (configuration not stated)	-3%	-19%	-6%
C=CCOCCn1[nH]c2ccccc2c1=O	-1%	-10%	-1%

4 records drawn at random from those above:
SMILES	FEN1 inh	TDP1 cell CPT	KAT2A inh
C=CCOCCn1[nH]c2ccccc2c1=O	-1%	-10%	-1%
Nc1ccc(C(=O)OCC(=O)NC2CCCc3ccccc32)cc1[N+](=O)[O-] (configuration not stated)	8%	-4%	-13%
O=C(COc1ccc(Cl)cc1Cl)NN1C(=O)C2C3C=CC([C@@H]2C1=O)C31CC1 (some centres not stated)	18%	4%	-1%
O=C(CCCN1C(=O)c2cccc3cccc(c23)C1=O)NCc1ccco1	3%	-14%	-3%

An excerpt from above, limited to KAT2A inh and FEN1 inh.
Compound | KAT2A inh | FEN1 inh
CCOc1ccc(C(=O)NC(C(=O)NCc2ccccn2)C(C)C)cc1 (configuration not stated) | -2%[0.501 µM] | 1%
CCOc1ccc(N(CC(=O)Nc2ccccc2C(=O)NCc2ccco2)S(C)(=O)=O)cc1 | -18% | -18%

Continuation.
SMILES	FEN1 inh	TDP1 cell CPT	KAT2A inh
Cn1c(=O)oc2cc(S(=O)(=O)NCCN3CCc4ccccc4C3)ccc21	-3%	-10%	-4%
CCOc1ccc(S(=O)(=O)NCCC(=O)NCC2COc3ccccc3O2)cc1 (configuration not stated)	9%	-18%	5%
COc1ccc2oc(C(=O)NNC(=O)c3ccc(F)cc3)c(C)c2c1	-1%	-3%	u
Cc1ocnc1C(=O)Nc1ccc(Cl)cc1	7%	5%	-7%

This is a subset (hit frequency here may not be typical).
